Source: PubChem BioAssay
KinaseGlo FLuc: Counterscreen for Luciferase (Kinase-Glo TM) Inhibition | Kinase-Glo luciferase, ATP luminescence, 8 min | 0.28% of 200,000 active | Potency, µM (series often up to 38.3 µM), for inactives: top-dose activity change, negative = inhibition, usual class: inhibitors | Luciferin 4-monooxygenase (Photuris pensylvanica), Q27757 | AID 1379, 2008; further: potency means the concentration at half of the fitted maximal effect; on the % scale 0 is the no-effect control and ±100 the full control effect; nearly all actives have a fitted effect of over 60% in size
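Light output from Kinase-Glo luciferase with luciferin and 10 uM ATP in 50 mM imidazole pH 7.2, KCl, MgCl2, Tween 20, BSA; compound pin-delivered, 8-min ambient incubation, then luminescence read.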
NPSR antagonist: qHTS Assay for Antagonists of the Neuropeptide S Receptor: cAMP Signal Transduction | 1% of 220,000 active | CHO-NPSR cells, cAMP TR-FRET, antagonist mode | Potency, µM (titrated, usually from 38.3 µM), without a hit: top-dose activity change, negative = inhibition, actives largely listed as inhibitors | Q6W5P4 | AID 1461, 2008; further: potency means the concentration at half of the fitted maximal effect; on the % scale 0 is the no-effect control and ±100 the full control effect; nearly all actives have a fitted effect of over 50% in size; many of its hits are not listed in these tables
HttQ103 aggreg: qHTS Multiplex Assay to Identify Dual Action Probes in a Cell Model of Huntington: Aggregate Formation (GFP) | AID 1688, 2009 | Potency, µM (top dose mostly 46.1 µM), for the others: at the top dose activity change, negative = inhibition, actives largely listed as inhibitors | 1.1% of 220,000 active | PC12 HttQ103-GFP aggregates, Acumen cytometry, 40 h; further: potency means the concentration at half of the fitted maximal effect; on the % scale 0 is the no-effect control and ±100 the full control effect; nearly all actives have a fitted effect of over 60% in size
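Read-out: GFP aggregate count by laser scanning cytometer (488 nm excitation, 500-530 nm emission, 1–25 µm objects >6 SD above background). Cells: PC12, inducible HTTex1-Q103-GFP, 100 nM tebufenozide; compounds titrated.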
CBFb RUNX1 block: qHTS Assay for Compounds Blocking the Interaction Between CBF-beta and RUNX1 for the Treatment of Acute Myeloid Leukemia; AlphaScreen CBFb-His/RUNX1-biotin binding, biochemical; Potency, µM (titrated, usually from 59.8 µM), without a hit: at the highest dose activity, negative = inhibition, actives largely listed as inhibitors; 230,000 tested, under 10 active; further: % of control where 0% means no effect
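AlphaScreen proximity signal reports loss of binding between His-tagged CBF-beta and biotin-labelled RUNX1, each at 30 nM. Proteins are pre-associated for 20 minutes, compounds added for 15 minutes, then beads for 90 minutes, all at ambient temperature.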
L3MBTL1 block: qHTS Assay for the Inhibitors of L3MBTL1; Lethal(3)malignant brain tumor-like protein 1 (Homo sapiens), Q9Y468; 0.66% of 230,000 active; Potency, µM (series often up to 57.1 µM), without a hit: at the highest dose activity, negative = inhibition, usual class: inhibitors; AlphaScreen L3MBTL1–H3K9me1 peptide binding; AID 485360, 2010; further: potency means the concentration at half of the fitted maximal effect; on the % scale 0 is the no-effect control and ±100 the full control effect; nearly all actives have a fitted effect of over 60% in size
Target sequence (Q9Y468 whole entry, looked up): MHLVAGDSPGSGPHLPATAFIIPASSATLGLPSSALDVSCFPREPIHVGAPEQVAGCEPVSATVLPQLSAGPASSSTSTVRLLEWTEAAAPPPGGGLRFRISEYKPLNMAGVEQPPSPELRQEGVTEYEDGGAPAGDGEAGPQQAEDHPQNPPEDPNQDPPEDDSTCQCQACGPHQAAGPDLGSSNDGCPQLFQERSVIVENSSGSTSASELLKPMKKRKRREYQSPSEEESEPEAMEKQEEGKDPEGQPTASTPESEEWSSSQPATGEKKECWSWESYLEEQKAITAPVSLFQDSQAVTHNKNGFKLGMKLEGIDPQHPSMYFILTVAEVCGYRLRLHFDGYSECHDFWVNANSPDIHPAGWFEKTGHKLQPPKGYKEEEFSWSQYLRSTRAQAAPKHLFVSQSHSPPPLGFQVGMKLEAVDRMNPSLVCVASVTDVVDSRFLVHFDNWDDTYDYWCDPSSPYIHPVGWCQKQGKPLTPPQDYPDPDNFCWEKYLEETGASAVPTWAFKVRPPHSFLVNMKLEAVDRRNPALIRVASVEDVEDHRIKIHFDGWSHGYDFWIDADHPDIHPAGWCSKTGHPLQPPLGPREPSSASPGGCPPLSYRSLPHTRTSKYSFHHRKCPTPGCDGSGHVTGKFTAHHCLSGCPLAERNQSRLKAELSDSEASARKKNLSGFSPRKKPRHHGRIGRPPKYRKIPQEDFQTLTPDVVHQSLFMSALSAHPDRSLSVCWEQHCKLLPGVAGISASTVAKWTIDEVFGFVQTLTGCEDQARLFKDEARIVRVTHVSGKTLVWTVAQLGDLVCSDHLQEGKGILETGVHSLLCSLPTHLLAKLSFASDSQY
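AlphaScreen assay: L3MBTL1 (50 nM final) was preincubated 30 min at room temperature with biotinylated H3(1-15)K9me1 peptide (75 nM final), then 30 min with library compounds; streptavidin donor and nickel chelate acceptor beads (10 ug/mL final) added, 30 min dark.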
Epigenetic reg: Quantitative High-Throughput Screen for Regulators of Epigenetic Control; murine LDR cells, GFP reporter derepression, 30 h; Potency, µM (doses to about 53.9 µM), without a hit: at the highest dose GFP activation, hits mostly activators; 0.2% of 280,000 active; AID 1865, 2009; further: potency means the concentration at half of the fitted maximal effect; % of control where 0% means no effect; nearly all actives have a fitted effect of over 60% in size
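GFP-positive cell count by laser-scanning cytometry (objects 20–120 um) after 30 h, 37 C compound exposure of murine LDR cells; reporter is CMV-GFP integrated at a silenced locus, inducible by HDAC or DNMT inhibitors.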
IMPase Li cell: qHTS Assay for Identifying the Cell-Membrane Permeable IMPase Inhibitors: Potentiation with Lithium. CHO-M1 cells, IP1 TR-FRET (IP-One), carbachol + lithium. Potency, µM (doses to about 59.4 µM), without a hit: top-dose activity, negative = IMPase inhibition, usual class: inhibitors. 0.35% of 210,000 active. AID 1457, 2008;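 further: IP1 builds up when IMPase is blocked and the TR-FRET signal falls; potency means the concentration at half of the fitted maximal effect; plate controls were basal vehicle for no effect and high inhibitor control for full effect; nearly all actives have a fitted effect of over 50% in size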
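CHO cells stably expressing M1 receptor (2000/well, cultured 16–30 h) treated 30 min at 37C with compound plus low lithium. Cytosolic IP1 by TR-FRET (665/620 ratio and 620 channel) after 10 min lysis; AC50 by Hill fit.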
* marks the source's active call; other numbers are inactive results; ? = inconclusive; / = no result given; [ ] = another dose, or the depositor's remark. The call rests on the fitted dose curve; in most records, active means well fitted curve in the direction sought with a large enough effect; inconclusive means small, poorly fitted or top-dose-only effect, or another doubt; inactive means no such curve, though single readings can be large; an effect the other way counts as inactive or inconclusive. Only part of the results is shown; count on the stated rates, not on these rows.

smiles | KinaseGlo FLuc | NPSR antagonist | HttQ103 aggreg | CBFb RUNX1 block | L3MBTL1 block | Epigenetic reg | IMPase Li cell
O=C(CN(C(=O)CNC(=O)c1ccco1)c1ccc(Cl)c(Cl)c1)NC1CCCCC1 | 1% | -12%[46.1 µM] | -1% | 1% | 4% | -0.4% | 9%[38.3 µM]
Cn1c(N)c(C(=O)COC(=O)c2ccco2)c(=O)n(C)c1=O | 0% | -13%[46.1 µM] | -5% | 6% | -2% | -3.1% | -8%[38.3 µM]
CC(C)(C)c1cc(C(=O)/C=C/c2ccc(C(=O)O)cc2)cc(C(C)(C)C)c1 | -4% | / | / | -7% | / | ? | 1%
CC(C)NC(=O)/C(C#N)=C/c1ccc(N(C)C)o1 | / | 13µM* | -9%[9.22 µM] | -10% | -5% | -0.8% | /
Cc1cc(=O)n2nc(-c3ccccc3)sc2c1C#N | -5% | 1%[46.1 µM] | -13% | 2% | 1% | 0.0% | ?
COc1cccc(NC(=O)Cc2nnc(SCC(=O)NC(C)c3ccccc3)n2C)c1 (stereo unspecified) | 7% | -10%[46.1 µM] | -9%[1.84 µM] | -2% | / | -0.2% | 34%[activator][38.3 µM]
COc1ccc(NC(=O)CCn2cccc2)c(OC)c1 | 3% | 9% | 10% | -1% | / | -2.9% | 4%
Cc1ccc(S(=O)(=O)Nc2cc(C(F)(F)F)ccc2N2CCOCC2)c(C)c1 | 1% | -34% | -9% | 3% | 9% | -0.9% | 8%
Cc1cccc(-c2nc(N)nc(N)n2)c1 | / | 4% | -23%[9.22 µM] | 7% | 3% | 0.0% | /
COC(=O)c1oc2c(c1C)C1(CCC2)SCCS1 | -4% | -1%[46.1 µM] | 8% | 11% | 1% | -3.2% | 40%[activator][38.3 µM]
O=C1NCCN1Cc1ccc(F)cc1 | 2% | -5%[46.1 µM] | -5%[9.22 µM] | -6% | / | 1.4% | 5%[38.3 µM]
CCc1sc(C(=O)NC)cc1Br | -2% | -4%[46.1 µM] | 7% | -6% | / | -0.7% | -3%[38.3 µM]
CC1CN(S(=O)(=O)c2cccc(C(=O)OC/C(O)=C(\C#N)c3nc4ccccc4[nH]3)c2)CC(C)O1 (stereo unspecified) | 2% | -28% | -5% | ? | -5% | 8.3% | 22%
COc1ccc(-c2noc(-c3cccs3)n2)cc1OC | / | 9% | 15%[9.22 µM] | 10% | -4% | 1.1% | /
Cc1ccccc1OCc1nnc(SCc2cc(=O)[nH]c3ccccc23)o1 | 18% | -7%[46.1 µM] | -15% | 1% | / | 0.8% | 25%[38.3 µM]
COCCn1nnnc1C(c1ccc(OC)c(OC)c1)N1CCc2ccccc21 (stereo unspecified) | -1% | 9%[46.1 µM] | 16% | 0% | -8% | -1.0% | -7%[38.3 µM]
COc1ccc(Cl)cc1N1C(=N)SCC1=O | -3% | 7% | 18%[9.22 µM] | 14% | 0% | 3.1% | -5%
CCC(CC)NC(=O)c1cccc(Oc2ccccc2)c1 | / | -10% | -4% | 0% | / | -0.2% | -5%
CN(C)S(=O)(=O)c1ccc(C(=O)OCc2ccc([N+](=O)[O-])cc2)cc1 | 0% | -7% | 17% | 3% | 20% | -4.1% | 6%
O=c1cc(CSc2nnnn2-c2ccccc2)[nH]c2[nH]n(-c3ccccc3)c(=O)c12 | -2% | -1%[46.1 µM] | -28% | ? | -25%[11.4 µM] | -0.1% | 26%[38.3 µM]
O=C(Nc1sccc1C(=O)NCc1ccco1)c1cccnc1 | 2% | 8%[46.1 µM] | 12% | 5% | -5% | 2.5% | 0%[38.3 µM]
O=C(O)c1cnc(-c2ccccc2)nc1Sc1ccccc1Cl | 3% | -10%[46.1 µM] | 8% | 2% | 9% | 0.0% | -7%[38.3 µM]
Cc1ccccc1OCC(=O)NNC(=O)CSc1nc(N)cc(N)n1 | 0% | 12% | 21% | 1% | 2% | -3.0% | 1%
Cc1cccnc1NC(=O)/C=C/c1ccc2c(c1)OCO2 | -4% | 6% | 2% | 1% | 0% | 0.0% | 0%
COc1ccc(S(=O)(=O)/N=C2/NC(=O)/C(=C\c3cc(OC)c(OC)cc3[N+](=O)[O-])S2)cc1 | 0% | -6%[46.1 µM] | 8% | -7% | / | -0.1% | 17%[38.3 µM]
O=C(Nc1ccc(OC(F)(F)F)cc1)N1CCN(c2ccnc3cc(Cl)ccc23)CC1 | / | -52% | 1%[9.22 µM] | 7% | / | -0.5% | /
Cc1ccc(C(=O)NC(=S)Nc2ccc(N3CCOCC3)cc2)c(C)c1 | 3% | -3% | 17% | 5% | -14% | -4.7% | 6%
CC12CCC(C(=O)N3CCCCC3)(CC1=O)C2(C)C (stereo unspecified) | 4% | -7%[46.1 µM] | -1% | 7% | 3% | -6.3% | 18%[38.3 µM]
C/C(CC(=O)Nc1ccc([N+](=O)[O-])cc1)=N/NC(=O)C1C2CCCCC21 (stereo unspecified) | / | -11% | 14%[9.22 µM] | 0% | / | 1.0% | /
CN1CCN(CCCCOc2ccc(F)cc2)CC1 | -3% | 19%[46.1 µM] | -13% | 10% | -4% | 2.9% | -16%[38.3 µM]

One compound at a time, from the list above. Screens in order: KinaseGlo FLuc	NPSR antagonist	HttQ103 aggreg	CBFb RUNX1 block	L3MBTL1 block	Epigenetic reg	IMPase Li cell
`O=C(CN(C(=O)CNC(=O)c1ccco1)c1ccc(Cl)c(Cl)c1)NC1CCCCC1` as listed: 1%	-12%[46.1 µM]	-1%	1%	4%	-0.4%	9%[38.3 µM]
`COc1ccc(Cl)cc1N1C(=N)SCC1=O` as listed: -3%	7%	18%[9.22 µM]	14%	0%	3.1%	-5%

Continued.
smiles | KinaseGlo FLuc | NPSR antagonist | HttQ103 aggreg | CBFb RUNX1 block | L3MBTL1 block | Epigenetic reg | IMPase Li cell
Cc1ccc(C(=O)C[n+]2cc(-c3ccc(C)cc3)n3c2CCCCC3)cc1 | 1% | -2%[46.1 µM] | 0.89µM* | -1% | 28% | 4.6% | 26%[38.3 µM]
CCCCN(C)CCNC(=O)C(NC(=O)C1CCC(C)CC1)C(C)C (stereo unspecified) | 0% | 13% | 0% | -9% | / | 1.2% | 1%
CCOC(=O)N1CCN(C(=O)c2cnn3ccccc23)CC1 | 17% | -5%[46.1 µM] | 23% | 3% | -4% | 1.9% | 1%[38.3 µM]
Cc1cc(S(=O)(=O)NCc2ccccc2)ccc1OCC(=O)NCC1CCCO1 (stereo unspecified) | 4% | -3% | ? | 3% | 4% | 0.1% | 1%
O=C(N/N=C(\Cc1ncc[nH]1)c1ccccc1)c1cccnc1 | / | 8% | ? | 3% | / | 0.0% | 12%
CCOC(=O)c1c(NC(=S)Nc2ccccc2)sc2c1CCN(CCc1ccccc1)C2 | -11% | -22%[46.1 µM] | -11% | -7% | -17% | ? | 23%[38.3 µM]
O=C(O)CCC(=O)Nc1nc2ccccc2s1 | 15% | -14%[46.1 µM] | -6% | 1% | / | -0.1% | 23%[38.3 µM]
CC1(C)Cc2c(sc3nc(-c4cc5ccccc5o4)n(N)c(=O)c23)CO1 | 3% | -11%[46.1 µM] | ? | 4% | 4% | 0.9% | 32%[38.3 µM]
CN(Cc1cccc2cnccc12)C(=O)CCc1nnc(CCc2ccccc2)o1 | 1% | -11% | -13%[9.22 µM] | 0% | -5% | -0.2% | 11%
O=C(/C=C/c1ccc(OCCCF)cc1)NCc1ccc(Cl)c(Cl)c1 | -3% | -29%[46.1 µM] | 14% | 5% | 4% | 1.5% | 17%[38.3 µM]
COc1ccc(CN2CCS(=O)(=O)CC2)cc1OC | -1% | 14% | -3% | -2% | 6% | -2.0% | 3%
Cc1ccc(C(c2nnnn2C2CCCC2)N2CCN3CCCC3C2)cc1 (stereo unspecified) | 0% | -21%[46.1 µM] | -9% | -3% | 2% | 1.1% | 7%[38.3 µM]
CSc1nc(-c2ccc(C)cc2)nc(C(Cl)Cl)n1 | 1% | -4%[46.1 µM] | ? | 5% | -3% | 0.0% | 5%[38.3 µM]
O=[N+]([O-])c1ccccc1CN1CCN(Cc2ccccn2)CC1 | -2% | 14% | -16% | -4% | / | 1.1% | 5%
Nc1nn(-c2ccccc2)c(N)c1N=Nc1ccc2c(c1)OCO2 | -6% | -25% | 7% | ? | -24% | -0.7% | 4%
O=C1C2CC=C(Cl)CC2C(=O)N1CCC[n+]1ccccc1 (stereo unspecified) | 2% | 9%[46.1 µM] | 6% | 1% | 5% | -0.1% | 22%[38.3 µM]
CCN(CC)C(=O)NCc1c(C)cc(C)cc1C | -1% | -8% | 8% | 11% | 9% | -5.2% | 4%
COc1cccc(-n2nc3c(-n4ncc(C#N)c4N)nnc(C)c3c2C)c1 | 2% | 2% | 4% | 4% | 12% | 0.0% | 9%
O=C(OCc1cc2ccccc2[nH]c1=O)c1cccc([N+](=O)[O-])c1 | / | 7% | -17%[9.22 µM] | 5% | / | -1.9% | /
C#CCOCCOCCOCCNc1nc(N2CCN(C(=O)[C@H](CCC(=O)O)n3cc(C(N)CC(C)C)nn3)CC2)nc(N2CCN(C(=O)[C@H](Cc3cc4ccccc4[nH]3)n3cc(C(N)CC(C)C)nn3)CC2)n1 (stereo partly specified) | / | -27% | -7%[9.22 µM] | 4% | -22% | -2.0% | 8%
c1ccc(-c2cc(N3CCOCC3)nc(-c3ccccc3)n2)cc1 | 6% | ? | -5% | 1% | 5% | 0.8% | 1%[38.3 µM]
Cc1c(Cl)sn(-c2ccc(Cl)cc2)c1=O | -2% | 2.5µM* | 16%[9.22 µM] | 2% | -5% | 1.1% | 20%
O=C(CSc1n[nH]c(=O)[nH]c1=O)N/N=C/C=C/c1ccccc1 | / | -5% | 1%[9.22 µM] | 0% | 6% | -1.1% | /
O=C(Nc1nc2ccccc2[nH]1)C12CC3CC(CC(C3)C1)C2 | -2% | -3%[46.1 µM] | ? | -8% | / | -1.0% | 12%[38.3 µM]
Cc1ccc(/C=C/C(=O)O)cc1S(=O)(=O)NC1CCS(=O)(=O)C1 (stereo unspecified) | 1% | 9% | / | 5% | 3% | 0.0% | 3%
Nc1ncnc2nc(-c3ccc(N4CCOCC4)nc3)cc(-c3cccc(Br)c3)c12 | -1% | / | / | ? | / | ? | -21%
O=C(C1CCN(C2CCN(Cc3ccc4c(c3)CCO4)CC2)CC1)N1CCCC1 | -1% | 12% | 19%[9.22 µM] | 5% | 2% | 0.9% | 14%
